NOD2 RIPK2 PPI – NOD2-RIPK2 protein interaction inhibition; O43353; CHO BLA complementation NOD2-RIPK2, CCF4 ratio; inhibition, % at 4.98 µM; 360,000 compounds, 0.38% hits; AID 624267; in the data active means inhibition above about 21%;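 further: 0% = vehicle only and 100% = reference blocker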
Target sequence (O43353 whole entry, looked up): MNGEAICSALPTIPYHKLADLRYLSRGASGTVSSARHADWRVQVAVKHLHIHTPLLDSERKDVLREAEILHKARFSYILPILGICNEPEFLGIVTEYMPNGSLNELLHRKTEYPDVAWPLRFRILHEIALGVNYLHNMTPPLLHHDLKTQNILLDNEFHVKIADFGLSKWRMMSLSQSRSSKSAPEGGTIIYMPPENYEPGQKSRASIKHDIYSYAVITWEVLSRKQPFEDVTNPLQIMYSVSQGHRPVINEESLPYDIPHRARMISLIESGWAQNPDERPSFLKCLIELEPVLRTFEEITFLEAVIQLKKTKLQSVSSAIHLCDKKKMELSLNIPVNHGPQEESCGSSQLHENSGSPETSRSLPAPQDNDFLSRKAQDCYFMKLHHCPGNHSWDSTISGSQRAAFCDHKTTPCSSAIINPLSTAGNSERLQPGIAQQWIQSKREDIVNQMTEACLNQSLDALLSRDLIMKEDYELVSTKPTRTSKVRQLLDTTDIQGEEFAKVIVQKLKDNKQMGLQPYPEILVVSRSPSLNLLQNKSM
m5-HT2A agonist – agonists of mouse serotonin 5-HT2A receptor (HTR2A); activation, % at 7.6 µM; P35363; CHO-K1 mHTR2A beta-arrestin complementation, luminescence; percent of 30 µM serotonin response; 360,000 compounds, 0.66% hits; AID 624169;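 active means activation above a run cutoff, the mean activation of all tested compounds plus 3 SD, cut at about 14% in these data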;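 further: 0% = plate median of compound wells and 100% = 30 µM serotonin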
MC4R ag barr – agonists of human melanocortin 4 receptor (MC4R) beta-arrestin; P32245; U2OS MC4R beta-arrestin complementation, luminescence; percent of melanotan II response, DMSO zero; activation, % at 8.9 µM; 360,000 compounds, 0.98% hits; AID 540308;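 active means activation above a per-plate cutoff, the mean activation of sample wells on that plate plus 3 SD, cut at about 8% in these data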
Target sequence (P32245 whole entry, looked up): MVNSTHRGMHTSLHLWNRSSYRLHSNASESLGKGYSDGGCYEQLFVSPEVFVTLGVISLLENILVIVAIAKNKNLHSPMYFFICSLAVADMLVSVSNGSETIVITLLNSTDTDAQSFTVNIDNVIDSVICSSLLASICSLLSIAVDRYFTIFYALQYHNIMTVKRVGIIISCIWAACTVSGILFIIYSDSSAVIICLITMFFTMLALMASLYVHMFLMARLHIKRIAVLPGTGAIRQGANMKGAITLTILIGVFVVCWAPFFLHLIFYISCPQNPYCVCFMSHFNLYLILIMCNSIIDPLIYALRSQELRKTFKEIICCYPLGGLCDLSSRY
ABCB6 inh 2 – human ABCB6 transporter inhibition | 360,000 compounds, 0.19% hits | K562-ABCB6 porphyrin accumulation, flow cytometry, 1 h; active compounds read low | fluorescence ratio to DMSO, % at 10 µM | AID 602162;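 active means fluorescence ratio to DMSO below 75%, the collection mean minus 3 SD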;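 further: signal is porphyrin accumulated inside mitochondria; 100% equals median channel fluorescence of DMSO control wells; lower ratio means ABCB6 inhibition with less porphyrin fluorescence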
MC4R antagonist – blocks human MC4R cAMP signaling; 360,000 compounds, 0.48% hits; MC4R-expressing cells, MTII-stimulated cAMP, LANCE TR-FRET; inhibition, % at 6.5 µM; P32245;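 active means inhibition above its plate's cutoff, the mean of tested wells on that plate plus 3 SD, cut at about 29% in these data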;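 further: 0% = Melanotan II alone and 100% = Melanotan II plus saturating MCL0020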
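Material: U2OS-MC4R stable cell line | Reagent: Melanotan II challenge after compound preincubation | Doses: One concentration, 6.5 µM nominal | Incubation: 30-min compound preincubation, 1-h Melanotan II challenge, 1-h detection, room temperature | Signal: TR-FRET cAMP assay | Replicates: One well per compound, no replicates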
TLR9-MyD88 inh – inhibitors of human TLR9-MyD88 binding; 340,000 compounds, 0.21% hits; AID 504734; Q9NR96+Q99836; CHO BLA complementation TLR9-MyD88, CCF4 FRET ratio; inhibition, % at 4.98 µM;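 active means inhibition above the mean over all tested compounds plus 3 SD, cut at about 21% in these data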;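 further: 0% = DMSO only wells and 100% = clavulanate BLA inhibitor control wells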
NCOA2 inhibitor – human SRC2 (NCOA2) inhibition; 370,000 compounds, 0.17% hits; inhibition, % at 9 µM; Q15596; HEK293 GAL4-SRC2 luciferase reporter, luminescence;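 active means inhibition above the mean inhibition of all tested compounds plus 3 SD, set per campaign, cut at about 52% in these data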;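 further: 0% = DMSO treated cells and 100% = cells given Gossypol at 36 µM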
ABHD5 PLIN5 PPI – inhibitors of human ABHD5-perilipin-5 interaction | Q00G26+Q8WTS1 | Split G. princeps luciferase complementation, luminescence, 4 h | inhibition, % at 4 µM | 360,000 compounds, 0.78% hits | AID 602281;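 active means inhibition above the mean inhibition across every tested compound plus 3 SD, cut at about 22% in these data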;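 further: 0% = DMSO only wells and the 100% control is not disclosed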
Glyco luc inh – N-linked glycosylation inhibition; D54 ERlucT glycosylation luciferase reporter, 24 h; percent of 100 nM tunicamycin response; reporter increase, % at 12.5 µM; 360,000 compounds, 0.23% hits;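 active means mean luciferase reporter signal, scaled so untreated is 0 and the glycosylation-blocking control 100, at or above a set limit in every replicate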;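 further: luciferase carries N-glycosylation sites so blocking glycosylation raises the light; 0% = median of neutral control wells and 100% = median of 100 nM tunicamycin wells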
Cardio protect – myocardial damage modulation in H9c2 cells; protection from H2O2 cell death, % at 20 µM; H9c2 cardiomyocytes, H2O2 injury protection, ATPLite, 2 h; 360,000 compounds, 0.63% hits;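 active means compounds giving at least 50% protection of heart cells from peroxide-induced death in the single-dose screen, raw or plate-pattern-corrected value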;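 further: 0% = DMSO wells with peroxide and 100% = DMSO wells without peroxide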
Numbers without * were called inactive; / = not tested or not shown; & = joins results of further samples. This is a subset (hit frequency here may not be typical).

cpd	SMILES	m5-HT2A agonist	MC4R antagonist	Glyco luc inh	NCOA2 inhibitor	NOD2 RIPK2 PPI	ABHD5 PLIN5 PPI	ABCB6 inh 2	TLR9-MyD88 inh	Cardio protect	MC4R ag barr
1	COc1ccccc1NC(=O)CSc1n[nH]c(-c2ccccn2)n1	-3	5	4	-8	1	1	98	2	20	-1.1
2	COC(=O)C1=C(C)Nc2nnnn2C1c1ccc(Cl)cc1Cl (stereo not given)	-4	5	2	7	-1	-1	97	-5	-3	0.3
3	CN(CCOc1ccc(Cl)cc1)C(=O)c1cccc(S(=O)(=O)N2CCN(c3ccc(F)cc3)CC2)c1	-3	16	-7	/	4	3	95	2	-20	-0.8
4	CCN1CCCC1CN(Cc1cc2cc(C)ccc2[nH]c1=O)C(=O)Nc1ccccc1OC (stereo not given)	1	10	-4	-32	3	0	105	-7	16	-0.8
5	Cc1ccc(NS(=O)(=O)c2ccc3c(c2)NC(=O)CO3)cc1C	-6	10	1	-21	-2	2	96	7	-7	-2.9
6	Cn1c2c(c(=O)n(C)c1=O)C(c1cccc(F)c1)C(C#N)=C(N)O2 (stereo not given)	0	10	1	9	-3	13	99	0	-7	-0.7
7	CCOc1ccc2[nH]c(=O)c(CN(Cc3ccco3)Cc3nnnn3Cc3ccccc3)cc2c1	1	6	0	4	-1	18	103	2	13	0.5
8	CCOC(=O)Cn1c(=NC(=O)c2nc3ccccc3s2)sc2cc(S(N)(=O)=O)ccc21	5	28	-4	-5	-16	-1	91	-7	21	12*
9	COc1ccccc1N1CCN(Cc2nnnn2CCc2ccccc2)CC1	1	12	1	-31	-15	2	93	2	0	1.1
10	S=C(NC1CC1)NC1CCCc2ccccc21 (stereo not given)	1	28*	0	0	9	8	101	9	1	3.2
11	CCOC(=O)C(NC(=O)NCc1ccccc1)(OCC)C(F)(F)F (stereo not given)	-3	11	3	6	-1	1	103	-2	10	-0.7
12	CC1(C)C(=O)OC(c2ccccc2)C2(CCCC2)C1=O (stereo not given)	4	-2	-2	3	-10	4	90	-4	4	1.4
13	COc1ccccc1C(C)NC(=O)c1cc(=O)[nH]c2ccccc12 (stereo not given)	2	15	2	-2	2	-1	97	-9	-6	-0.9
14	COc1ccc(N(CC(=O)NCCSCc2ccco2)S(=O)(=O)c2ccccc2)cc1	-5	6	0	-12	3	-6	96	10	30	-2.6
15	O=c1c2ccccc2nc2c3ccccc3ncn12	2	14	7	-13	-13	-5	100	-2	23	3.8
16	N#C/C(=C\c1ccncc1)c1nc2ccccc2c(=O)[nH]1	2	2	2	5	-4	2	92	-13	25	-1.3
17	O=C(O)c1ccc(-n2cccc2/C=N\NC(=O)c2cc3cc(Br)ccc3o2)cc1	-4	-2	1	-9	-8	1	97	-2	-3	-1.1
18	CSc1nc2oc3c(c2c2nncn12)CC(C)(C)SC3	-6	1	0	10	3	-6	95	1	3	-1.4
19	COc1ccc(N2CCN(C(=O)CSc3ccc([N+](=O)[O-])cc3)CC2)cc1	1	-1	-1	9	-6	-3	104	2	-7	-1.1
20	CCOc1ccc(-n2c(SCC(=O)NCc3ccco3)nc3c(c2=O)SCC3)cc1	1	7	0	-3	-8	3	89	-8	5	-2.9
21	O=C(c1csc(Nc2cccc3ccccc23)n1)N1CCCC1	4	13	-4	0	5	-1	103	1	-4	-0.2
22	CCCCN1CC[C@H]2C=CC[C@@H](C(=O)Nc3ccc(Cl)cc3Cl)[C@H]2C1=O	-5	6	0	-13	-1	-5	93	-5	-9	-1.8
23	CCN=C1S/C(=C\c2ccc(-c3cccc(C(=O)O)c3)o2)C(=O)N1CC	2	3	-6	/	-8	4	96	-6	-1	-0.6
24	C/C(N)=C(/C#N)C(=O)COC(=O)CCSc1ccccc1	-1&-5	17&-1	0&1	5&-1	0&-1	1&-9	108&97	1&-3	-5&-12	-1.5&-0.8
25	CC1CCN(C(=O)c2ccc3c(c2)OCO3)CC1	6	1	-1	14	-10	5	94	-11	2	0.4
26	COc1ccc(S(=O)(=O)N2CCCCC2)cc1NC(=O)COC(=O)c1ccco1	1	14	-3	6	0	3	98	-1	-2	-5.4
27	O=C(c1n[nH]c(=O)c2ccccc12)N1CCOCC1	4	9	2	-40	-3	-1	102	-7	12	-0.2
28	CC1CC(=O)Nc2ccccc2N1C(=O)CSc1ncnc2sccc12 (stereo not given)	-7	1	-2	6	-4	0	97	-9	3	-0.3
29	CC1(C)Cc2c(sc(NC(=O)c3ccc(Br)o3)c2C#N)CO1	0	-2	-4	-44	-4	-4	102	5	-11	1.0
30	Cc1ccc(N2C(=O)/C(=C\c3ccco3)SC2=S)cc1	1	10	1	-20	5	2	101	-8	5	10*
31	Cc1ccc(C=NNc2nc3c([nH]2)c(=O)n(C)c(=O)n3C)cc1	1	43*	4	-32	-18	0	92	2	70*	-1.8
32	COc1ccc(OC)c(S(N)(=O)=O)c1	-2	4	1	1	1	0	93	-2	4	0.5

Entries by screen from the entries so far:
Compounds 24–27 in TLR9-MyD88 inh: 1&-3, -11, -1, -7

Copied from the list:
Cardio protect, CSc1nc2oc3c(c2c2nncn12)CC(C)(C)SC3 : 3
ABHD5 PLIN5 PPI, O=c1c2ccccc2nc2c3ccccc3ncn12 : -5
MC4R ag barr, CCOc1ccc(-n2c(SCC(=O)NCc3ccco3)nc3c(c2=O)SCC3)cc1 : -2.9
ABHD5 PLIN5 PPI, O=C(c1n[nH]c(=O)c2ccccc12)N1CCOCC1 : -1
MC4R antagonist, Cn1c2c(c(=O)n(C)c1=O)C(c1cccc(F)c1)C(C#N)=C(N)O2 (stereo not given) : 10
m5-HT2A agonist, Cc1ccc(NS(=O)(=O)c2ccc3c(c2)NC(=O)CO3)cc1C : -6
Cardio protect, C/C(N)=C(/C#N)C(=O)COC(=O)CCSc1ccccc1 : -5&-12

The list continues.
cpd	SMILES	m5-HT2A agonist	MC4R antagonist	Glyco luc inh	NCOA2 inhibitor	NOD2 RIPK2 PPI	ABHD5 PLIN5 PPI	ABCB6 inh 2	TLR9-MyD88 inh	Cardio protect	MC4R ag barr
33	CC(=O)c1cccc(S(=O)(=O)Nc2ccc3nc(C)sc3c2)c1	4	1	4	-2	0	4	93	4	-24	-1.1
34	Cc1c(C)c2ccc(OCC(=O)NC3CCN(Cc4ccccc4)CC3)c(C)c2oc1=O	-10	5	-1	12	6	10	96	0	1	-1.0
35	N#Cc1c(-c2ccc(F)cc2)nc2n(c1=O)CCS2	-3	3	0	15	-6	-4	111	-4	7	-0.8
36	COC(=O)c1sccc1NC(=O)CN1CCN(c2ccc(F)cc2)CC1	-7	2	-3	-9	-4	-8	100	1	16	-0.5
37	COc1ccc(CNC(=O)CN(c2cc(C)cc(C)c2)S(=O)(=O)c2c(C)noc2C)cc1	-5	1	-1	-16	12	-9	102	-15	-2	-0.1
38	CCc1cccc2sc(NC(=O)c3ccc(N4C(=O)CCC4=O)cc3)nc12	-1	8	0	-15	2	-1	107	1	6	2.3
39	CC(=O)NC(=S)Nc1ccccc1C(=O)NC1CCCCC1	1	11	3	0	-10	2	106	-19	5	0.9
40	COc1cccc(C(=O)Nc2cc(C)on2)c1OC	3	4	0	-15	9	1	103	0	-2	0.3

Part of the list above, as labelled records:
35: N#Cc1c(-c2ccc(F)cc2)nc2n(c1=O)CCS2
  m5-HT2A agonist: -3
  MC4R antagonist: 3
  Glyco luc inh: 0
  NCOA2 inhibitor: 15
  NOD2 RIPK2 PPI: -6
  ABHD5 PLIN5 PPI: -4
  ABCB6 inh 2: 111
  TLR9-MyD88 inh: -4
  Cardio protect: 7
  MC4R ag barr: -0.8

36: COC(=O)c1sccc1NC(=O)CN1CCN(c2ccc(F)cc2)CC1
  m5-HT2A agonist: -7
  MC4R antagonist: 2
  Glyco luc inh: -3
  NCOA2 inhibitor: -9
  NOD2 RIPK2 PPI: -4
  ABHD5 PLIN5 PPI: -8
  ABCB6 inh 2: 100
  TLR9-MyD88 inh: 1
  Cardio protect: 16
  MC4R ag barr: -0.5

(further entries)
cpd	SMILES	m5-HT2A agonist	MC4R antagonist	Glyco luc inh	NCOA2 inhibitor	NOD2 RIPK2 PPI	ABHD5 PLIN5 PPI	ABCB6 inh 2	TLR9-MyD88 inh	Cardio protect	MC4R ag barr
41	COc1cccc(N2CCN(CC(=O)c3c(C)[nH]c4ccccc34)CC2)c1	-10	-8	2	/	2	8	99	12	0	-0.5
42	CC(C)Oc1cc2ccccc2cc1CNC[C@H]1O[C@@H](n2cnc3c(N)ncnc32)[C@H](O)[C@@H]1O	-9	4	-2	15	-3	-10	103	-16	13	-3.0
43	O=[N+]([O-])c1ccc(O)c(C=Nc2ccc3nc(-c4ccccc4)[nH]c3c2)c1	-8	8	-2	-51	4	0	95	4	-2	-3.1
44	CC(=NO)C1CCC2C3CCC4=CC(=NO)CCC4(C)C3C(O)CC12C (stereo not given)	-6	8	-5	18	-2	-2	91	-2	29	-2.2
45	CCc1c(O)nc2ccccn2c1=O	5	3	0	-22	4	-3	92	-1	13	-0.8
46	O=C(CCc1ccccc1)NNC(=O)Nc1ccc(F)c(Cl)c1	-6	12	0	-3	-7	-7	97	5	0	-1.1
47	CC1CCC2(CC1)SCC(=O)N2c1ccccc1 (stereo not given)	-3	10	0	-3	5	6	88	2	1	-0.9
48	CCOc1ccc(S(=O)(=O)NCCCl)cc1	4	-4	4	0	0	4	94	-5	3	0.0
49	COCCCNC(=O)C[C@H]1C[C@H](C(=O)N2CCOCC2)[C@@]2(CCC3CCCC3)c3[nH]c4ccc(Cl)cc4c3CCN2C1=O	1	5	3	6	1	-1	107	1	-4	0.1
50	Cc1ccc(S(=O)(=O)CCC(=O)OCc2nnc(-c3ccccc3)o2)cc1	-2	13	0	-13	-13	0	98	-8	6	-2.0
51	O=C(CSc1nnc(Cc2ccccc2)n1-c1cccc(Cl)c1)N1CCOCC1	4	7	2	9	11	2	92	3	0	-2.1
52	Cc1cc(=O)n2[nH]c(C)cc2n1	7	-6	1	5	-2	5	100	1	3	-0.2
53	CCOC(=O)C1CCN(Cc2ccc(-c3ccccc3)cc2)CC1	1	7	-2	-54	-4	6	96	7	-6	-0.9
54	CC(=O)Nc1ccccc1-c1nc2ccc(C(=O)N3CCN(c4ccccc4)CC3)cc2[nH]c1=O	5	8	0	-35	-4	9	102	6	2	1.6
55	COc1ccc(CC(=O)N2CCN=C2SCc2ccc([N+](=O)[O-])cc2)cc1	-4	-17	-5	-4	-2	-21	97	-10	-21	0.5
56	NC(=S)NN=C(c1ccc(Br)cc1)C1CC1	4	7	1	-18	6	-10	98	-6	-6	0.7
57	COc1ccc(C(=O)NCC(=O)OCC(=O)N2CCC(C)CC2)cc1OC	2	14	3	6	-20	1	95	-3	4	-2.3
58	O=C(NCc1ccccc1)C1c2ccccc2OCC(=O)N1CCc1c[nH]c2ccccc12 (stereo not given)	-4	/	/	-2	-1	-10	100	/	/	/

Screening results: PubChem BioAssay, several laboratories
